Screens deposited in PubChem by National Center for Advancing Translational Sciences (NCATS).
IkB sig inh: suppresses IkB signaling in ABC-DLBCL reporter cells; 110,000 tested, 0.04% active; Potency, µM (doses to about 57.1 µM), for inactives: top-dose IkBa stabilization activation; ABC-DLBCL IkBa-CBG/CBR dual luciferase ratio, 4 h; response scale: scaled: untreated 0%, proteasome inhibitor 100%; active means well fitted curve in the direction sought with a large enough effect in the signal ratio, not every such curve was filed as active; inconclusive means small, poorly fitted or top-dose-only effect, or a change in a side signal; the % refers to the signal ratio;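 further: the direction sought is a rising ratio; 0% = basal untreated cells and 100% = reference inhibitor full response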
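In this assay, an IκBα–CBG68 fusion accumulates when IKK-driven degradation is blocked; native CBR normalizes for cell number. OCI-Ly3 cells were treated 4 h with compound and doxycycline, then green and red light read after Chroma-Glo addition.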
p53ts 39C kill: kills p53ts cells at the nonpermissive temperature | Potency, µM (highest dose often 46.1 µM), inactives show at the top dose activity change, negative = cell killing, hits mostly cytotoxic | H1299-p53A138V viability at 39C, ATP luminescence, 24 h | 130,000 tested, 1.5% active; further: nearly all actives have a fitted effect of over 55% in size
p53ts 32C tox: p53ts cell cytotoxicity, permissive temperature. H1299-p53A138V at 32C, ATP luminescence viability, 24 h. Potency, µM (series often up to 46.1 µM), without a hit: top-dose activity change, negative = cytotoxicity, actives largely listed as cytotoxic. 130,000 tested, 0.93% active. AID 924;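 further: 0% = DMSO and -100% = full killing by reference compound; nearly all actives have a fitted effect of over 55% in size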
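Viability by ATPlite luminescence after 24 h compound treatment (up to 46 uM) at the permissive 32C. Cells are H1299 carrying p53 A138V. Scale runs from DMSO basal to 100 uM tamoxifen as full kill; AC50 from Hill fits.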
Imprint erasure: inducers of genomic imprint erasure in mouse ES cells; mouse ES Peg3-LacZ reporter, beta-gal luminescence, 40 h; Potency, µM (series often up to 60.7 µM), inactives show at the highest dose activity change, positive = activation, actives largely listed as activators; 110,000 tested, 0.02% active;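 further: 0% = negative control wells on the plate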
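Gelatin-coated wells received 300 freshly trypsinized female ES cells with a Peg3LacZ-Neo reporter on the maternal allele, then incubated 40 hours at 37C. BetaGlo was added for 5 minutes at room temperature before a single luminescence read.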
* hit, by the source's call; u = inconclusive; x = not tested or not shown; ! = not confirmed by another sample; [ ] = another dose, or the depositor's remark. Unless noted, the call rests on the fitted dose curve; in most records, active means well fitted curve in the direction sought with a large enough effect; inconclusive means small, poorly fitted or top-dose-only effect, or another doubt; inactive means no such curve, though single readings can be large; an effect the other way counts as inactive or inconclusive. Unless noted, on the % scale 0 is the no-effect control and ±100 the full control effect; potency means the concentration at half of the fitted maximal effect.

Below each compound: IkB sig inh, p53ts 39C kill, p53ts 32C tox, Imprint erasure
CCC12CN3CC(CC)(CN(C1)C3c1cccc(OC)c1O)C2=O (stereo unspecified)
 : -0.1%, -10%, 13%, -5%[10.9 µM]
CCCCCCCCOC(=O)c1ccc(N)cc1
 : x, 10%, -5%, x
CCc1ccc2oc(-c3cccc(NC(=O)c4ccc(N5CCC(C)CC5)c([N+](=O)[O-])c4)c3)nc2c1
 : u, 41%[activator], 3%, -7%[10.9 µM]
O=C(Cn1nc(C(F)(F)F)c2c1CCCC2)NCCN1CCOCC1
 : 0.9%, 0%, 2%, -9%
CN(C)CC(CN(C)C)c1ccccn1
 : -0.3%[11.4 µM], 4%[9.22 µM], -1%[9.22 µM], 21%[10.9 µM]
CC1=C(C(=O)Nc2cccnc2)C(c2cccc(F)c2)n2nc(SCc3ccccc3F)nc2N1 (stereo unspecified)
 : 3.2%, 27%, -5%, 6%[10.9 µM]
Cc1cc(C)cc(NC(=O)NCc2nnc(SCc3ccccc3)n2C)c1
 : 0.4%, 2%, 8%, x
COC(=O)N1CCC2(CC1)CCN(c1ccccn1)CC2
 : 2.3%[11.4 µM], -2%, 1%, x
COc1ccc(N2CCN(C(=O)CCS(=O)(=O)c3cc(Br)cc4c3N(C(=O)C3CC3)CC4)CC2)cc1
 : 3.2%, 11%, 9%, -5%[10.9 µM]
COc1ccc(CCNC(=O)Cn2nnc(-c3ccc(Cl)cc3)n2)cc1OC
 : -0.1%, 41%[activator], 7%, -14%[10.9 µM]
COCCn1c(=O)c(C)nc2cnc(OC)nc21
 : 1.0%[11.4 µM], 7%, -1%, 9%
CCCCCCOC(=O)C(C#N)c1nc2ccccc2nc1N1CCCCC1 (stereo unspecified)
 : 2.6%, -2%, 7%, 6%
CCc1ccc(OC(=O)CSc2nnc(-c3ccc(OC)c(OC)c3)o2)cc1
 : -0.2%, 12%, 10%, -7%[10.9 µM]
N#Cc1ccc(Oc2ccc(C(N)=O)cc2)cc1C#N
 : 0.0%, 3%, 7%, 8%
Cc1cccc(C2CC(=O)Oc3c2c(=O)n(C)c2ccccc32)c1 (stereo unspecified)
 : u, -10%, -9%, 3%[10.9 µM]
COc1ccc(C(=O)Nc2nnc(S(=O)(=O)N(C)c3ccc(Cl)cc3)s2)cc1OC
 : 4.4%, -7%, -5%, -8%[10.9 µM]
CS(=O)(=O)N1CCC(C(=O)NCc2ccco2)CC1
 : 1.5%, -3%, -6%, -5%
Cc1c(C(=O)NN2CCOCC2)nn(-c2ccc(Cl)cc2Cl)c1-c1ccc(I)cc1
 : 0.0%, u, -8%, -2%
CSc1nc(C)cc(Nc2cccc(C(=O)O)c2)n1
 : u, 12%, -4%, -16%[10.9 µM]
CCc1nc(N)nc2c1C(=O)CC(C)(C)C2
 : 0.6%, 8%, 1%, 8%
O=C(c1cc2ccccc2oc1=O)N(Cc1ccc2c(c1)OCO2)Cc1ccco1
 : u, -1%, 18%, -11%
COc1ccc(-c2cc3nc(C)c(CCC(=O)N4CCN(c5cc(C)ccc5C)CC4)c(C)n3n2)c(OC)c1
 : u, 6%, 1%, -6%[10.9 µM]
COc1cccc(-c2csc(N3CCN(C(=O)Nc4ccccc4OC)CC3)n2)c1
 : u, -5%, -8%, -9%
Cc1ccc(S(=O)(=O)N2CCN(Cc3nc4ccc(C)cc4o3)CC2)cc1
 : 1.4%, -10%, 10%, -10%[10.9 µM]
O=C1C2ON(c3ccc(Cl)cc3)C(c3ccco3)C2C(=O)N1c1ccccc1 (stereo unspecified)
 : 2.7%, 8%, -3%, -1%
Cc1ccc(C)c(Cn2c(=O)cc(C)c3c(C)nn(C)c32)c1
 : u, u, -9%, -23%[10.9 µM]
Cc1cccc2sc(N(Cc3cccnc3)C(=O)c3ccco3)nc12
 : u, -5%, -4%, 15%[10.9 µM]
Cc1ccc(-c2cn(-c3cccc(Cl)c3)c(S(=O)(=O)CC(=O)Nc3cccc(C)c3)n2)cc1
 : u, 30%, 5%, -10%[10.9 µM]
Cc1ccc(CNC(=O)CSc2ccc(-c3ccco3)nn2)cc1
 : x, 19%, 11%, x
CC(=O)n1nc(-c2ccccc2)nc1NCc1ccc(F)cc1
 : 12%, -8%, 4%, -8%
C#CC[N+](C)(C)CC#Cc1ccc(Cl)cc1
 : x, -21%, -8%, x
Cc1nc2nc(SCc3ccc(F)cc3Cl)nn2c(C)c1Cc1ccccc1
 : u, -22%, 1%, -11%[10.9 µM]
CC(=O)Nc1nonc1-c1nnc(SCC(=O)Nc2cccc(F)c2)n1-c1ccccc1
 : u, -13%, -3%, -12%[10.9 µM]
COc1ccc(OCC(=O)OCC(=O)Nc2ccc(S(=O)(=O)N3CCCCC3)cc2)cc1
 : 0.3%, -23%, -1%, -3%
CC1CC(C)CN(C(=O)Cn2c(SCC(=O)N3CCc4ccccc4C3)nc3ccccc32)C1 (stereo unspecified)
 : x, -10%, 9%, x
CN1CCC[C@@H]1CCO[C@](C)(c1ccccc1)c1ccc(Cl)cc1
 : u, 13µM*!, u, -15%
O=C(Nc1cccc(C(F)(F)F)c1)Nc1cccs1
 : -1.3%, u, -2%, -9%[10.9 µM]
COc1ccc2c(c1)C(C)=CC(C)(C)N2C(=O)CN1C(=O)CCC1=O
 : x, 3%, 2%, x
COc1cc(Cl)c(C)cc1NC(=O)c1cnc(N2CCOCC2)c2ccccc12
 : 41%, -30%, 6%, 14%[10.9 µM]
Cc1ccc(Cc2c(C)nc3nc(SCC(=O)NC(C)c4ccccc4)nn3c2C)cc1 (stereo unspecified)
 : u, 8%, 3%, -7%[10.9 µM]
CCC(C)N1CCCCC1C(=O)Nc1c(C)cc(C)cc1C (stereo unspecified)
 : x, 5%, -4%, x
COc1ccccc1C(=O)Nc1ccc2nc(N3CCC(C)CC3)cc(C)c2c1
 : u, -23%, 3%, -18%[10.9 µM]
CCCCNC(=O)C1C2C=CC3(CN(Cc4ccc(C)cc4)C(=O)C13)O2 (stereo unspecified)
 : 0.4%, -6%, 2%, -8%
c1ccc(-c2noc(CSc3nnc(Cc4cccs4)n3-c3ccccc3)n2)cc1
 : u, -16%, -26%, -10%
O=S(=O)(NCCSc1ccccc1)c1ccc2c(c1)OCCO2
 : 3.2%, 2%, 1%, 0%
CCOC(=O)c1ccc(COC(=O)c2cc(=O)[nH]c3ccccc23)o1
 : 5.3%, -1%, 9%, -11%
CCSc1ncc(Cl)c(C(=O)N2CCN(c3ccccc3OC)CC2)n1
 : -2.5%, -15%, 16%, -9%[10.9 µM]
Cc1ccc2nc(-c3ccc(NC(=O)c4ccc(S(C)(=O)=O)cc4)cc3)sc2c1
 : -0.4%, 7%, 2%, u
O=[N+]([O-])c1ccc(F)cc1F
 : u, 6%, 2%[1.84 µM], -5%
CCCCC(CC)C(=O)NCCc1ccc(S(N)(=O)=O)cc1 (stereo unspecified)
 : -0.7%, 12%, 4%, -6%

(next part)
Below each compound: IkB sig inh, p53ts 39C kill, p53ts 32C tox, Imprint erasure
O=C(O)Cc1cc(I)c(Oc2cc(I)c(O)c(I)c2)c(I)c1
 : x, 5%, 0%, -4%
CCN(CC)CCNC(=O)c1cc(-c2ccc(Br)s2)nc2ccccc12
 : 1.7%, -101%, 1%, -10%[10.9 µM]
CCCCNC(=O)CCn1nc(-c2ccccc2)ccc1=O
 : 0.6%, -2%, 1%, -4%
Cc1ccc(S(=O)(=O)N2CCC(C(=O)O)(c3ccccc3)CC2)cc1
 : 2.3%[11.4 µM], 24%[9.22 µM], -2%[9.22 µM], -8%[10.9 µM]
COC(=O)c1ccc(NC(=O)NCCn2nnc3cc(S(=O)(=O)N(C)C)ccc32)cc1
 : 0.9%, -9%, 5%, -8%[10.9 µM]
Cc1cccc(-c2nnc(N)s2)c1
 : -0.6%, -3%, 1%, -4%
CCCS(=O)(=O)N1CCC(C(=O)NC2CCCC(C)C2C)CC1 (stereo unspecified)
 : 0.4%, -2%, -1%, -16%
C=CCn1c(COc2ccccc2)nnc1SCC(=O)NCC(=O)OCC
 : -0.3%, 4%, -8%, -8%
N#CC1(c2ccccc2)CCCN1C(=O)c1ccc(Br)o1 (stereo unspecified)
 : -0.2%, -7%, 7%, -11%
CCN(CC)S(=O)(=O)c1ccc(-c2nnco2)cc1
 : -1.7%, -2%, 12%, -1%
CC(=O)N1CCc2c(sc(NC(=O)c3ccc(S(=O)(=O)N(C)C)cc3)c2C#N)C1
 : 4.3%, 5%, -4%, -9%
CCOc1ccc(-c2nc(CSCC(=O)N3CCN(c4cccc(C(F)(F)F)c4)CC3)c(C)o2)cc1
 : u, 2%, 29%, -22%[10.9 µM]
CNC(=O)CN(C)S(=O)(=O)c1ccc(OC)c(Cl)c1
 : -2.6%, 8%, 0%, -9%
CCc1ccc2occ(CC(=O)Nc3ccccc3C(F)(F)F)c2c1
 : 0.3%, -6%, 2%, -10%[10.9 µM]
O=C(Nc1ccc(CN2CCCCC2)cc1)c1ccc2c(c1)OCO2
 : 2.5%, -15%, -7%, -28%
COc1ccc(C2COc3c(ccc(O)c3OC)C2)c(OC)c1O (stereo unspecified)
 : x, 9%, 12%, -6%
CCCc1nn2c(=O)cc(COC(=O)c3cccc(NC(=O)COc4ccccc4C)c3)nc2s1
 : u, 18%, 3%, 9%[10.9 µM]
Clc1ccccn1
 : -0.4%, 7%, -6%[1.84 µM], 1%
C=CCOC(=O)C1=C(C)Nc2nc3ccccc3n2C1c1ccncc1 (stereo unspecified)
 : 0.7%, 4%, -14%, -17%
COc1cccc(C2C(C(=O)Nc3cccnc3)=C(C)Nc3nc(SCc4ccccc4)nn32)c1 (stereo unspecified)
 : 1.2%, 44%[activator], -8%, 6%[10.9 µM]
O=c1cc(-c2ccccc2)[nH]c2nc3ccccc3n12
 : u, 2µM*, 2µM*, -92%[inhibitor]
CCn1c(=O)cc(O)c2c(=O)n(C)c(=O)n(C)c21
 : -2.7%, -1%, 0%, -1%
CN(C)S(=O)(=O)c1cccc(C(=O)Nc2cc(Cl)ccc2O)c1
 : u, -27%, -18%, -27%
CCCOc1ccccc1C1Oc2nc(SC)nnc2-c2ccccc2N1C(C)=O (stereo unspecified)
 : -0.9%, 10%, 2%, -16%[10.9 µM]
Cc1nnc(SCC(=O)NCCc2ccccc2)[nH]c1=O
 : 0.7%, 11%, 2%, -5%
O=C(NS(=O)(=O)c1ccccc1)c1ccccc1F
 : -2.1%, 7%, 6%, -3%
Cc1cc(NC(=O)Nc2ccccc2)n(-c2ccccc2)n1
 : -0.1%, 5%, -4%, -14%
COc1ccc(Cn2c(-c3ccco3)nc3oc4ccccc4c(=O)c3c2=O)cc1
 : -2.1%, 9%, 7%, -6%
Cc1cc(C)cc(NC(=O)C2CCCN2S(=O)(=O)c2ccc3c(c2)CCCC(=O)N3)c1 (stereo unspecified)
 : -1.4%, 6%, 2%, -4%[10.9 µM]
Cc1cc(C)n(S(=O)(=O)c2ccc3ccccc3c2)n1
 : 2.6%, 5%, -4%, -14%

Another view of five compounds above.
Compound	IkB sig inh	p53ts 39C kill	p53ts 32C tox	Imprint erasure
Cc1nnc(SCC(=O)NCCc2ccccc2)[nH]c1=O	0.7%	11%	2%	-5%
O=C(NS(=O)(=O)c1ccccc1)c1ccccc1F	-2.1%	7%	6%	-3%
Cc1cc(NC(=O)Nc2ccccc2)n(-c2ccccc2)n1	-0.1%	5%	-4%	-14%
COc1ccc(Cn2c(-c3ccco3)nc3oc4ccccc4c(=O)c3c2=O)cc1	-2.1%	9%	7%	-6%
Cc1cc(C)cc(NC(=O)C2CCCN2S(=O)(=O)c2ccc3c(c2)CCCC(=O)N3)c1 (stereo unspecified)	-1.4%	6%	2%	-4%[10.9 µM]

Remaining list, next part.
Below each compound: IkB sig inh, p53ts 39C kill, p53ts 32C tox, Imprint erasure
COc1ccc(NC2SC(=O)N(CC(=O)O)C2=O)cc1 (stereo unspecified)
 : 4.9%, 3%, 9%, -8%
O=C(Cn1c(=O)n(-c2ccc(F)cc2)c(=O)c2sc3ccccc3c21)N1CCCC1
 : u, 3%, 3%, -3%[10.9 µM]
Cc1ccc(CCNC(=O)c2cc3c(=O)oc4ccccc4c3s2)cc1
 : u, 13%, -4%, -5%[10.9 µM]
CCc1cccc(NC(=O)CSc2n[nH]c(-c3ccccc3Cl)n2)c1
 : u, 1%, 5%, -7%[10.9 µM]
O=S1(=O)C=C(Sc2nnc(-c3ccccc3)o2)c2ccccc21
 : u, u, 13µM*, -54%[inhibitor]
